Source: PubChem (Sanford-Burnham Center for Chemical Genomics)
SENP8 inh: inhibitors of human SENP8 protease. 0.64% of 360,000 active. Q96LD8. recombinant SENP8, Nedd8 substrate fluorescence. inhibition, % at 20 µM; in the data active = inhibition mostly above about 40%, no sharp cut-off; inactive = mostly below about 27%
Target sequence (Q96LD8 whole entry, looked up): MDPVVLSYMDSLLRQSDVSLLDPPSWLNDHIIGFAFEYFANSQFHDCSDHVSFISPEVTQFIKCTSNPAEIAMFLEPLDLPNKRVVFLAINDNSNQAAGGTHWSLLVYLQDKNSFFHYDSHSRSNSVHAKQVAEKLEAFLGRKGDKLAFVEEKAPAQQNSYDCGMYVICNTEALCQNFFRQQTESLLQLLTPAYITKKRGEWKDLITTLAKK
PfGluPho inh: PfG6PD (Plasmodium falciparum) enzyme inhibition; PfGluPho enzyme, NADPH resazurin-diaphorase fluorescence; inhibition, % at 20 µM; 0.78% of 350,000 active;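 active = inhibition reaching at least a set limit at 20 µM in the primary screen, cut at about 59% in these data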;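 note: 0% = DMSO wells with substrate and 100% = DMSO wells lacking glucose-6-phosphate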
NR3A LBD binder: modulators (binders) of human NR3A ligand-binding domain; NR3A LBD differential scanning fluorimetry, Tm shift; 0% = protein alone, 100% = glycine-bound protein; Tm shift relative to glycine control, % at 25 µM; 2.5% of 340,000 active; AID 1259313;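 active = melting temperature shift of at least 10% of the positive control shift, at one fixed dose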
SENP7 block: blocks the human protease SENP7 | 1.5% of 330,000 active | inhibition, % at 5 µM | recombinant SENP7, Z-RLRGG-aminoluciferin luminescence, 40 min | Q9BQF6;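 active = inhibition above about 50% at the single test dose, limit read from the data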;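 note: plate controls were DMSO with enzyme for no effect and no enzyme buffer wells for full effect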
HKDC1 inh: blocks human hexokinase HKDC1 activity | Q2TB90 | inhibition, % at 20 µM | AID 493160 | 0.16% of 340,000 active | recombinant HKDC1, G6PDH/diaphorase resazurin coupled fluorescence;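 active = inhibition above about 35% when tested at 20 µM, limit read from the data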;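 note: plate controls were DMSO wells with enzyme for no effect and DMSO wells lacking enzyme for full effect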
Target sequence (Q2TB90 whole entry, looked up): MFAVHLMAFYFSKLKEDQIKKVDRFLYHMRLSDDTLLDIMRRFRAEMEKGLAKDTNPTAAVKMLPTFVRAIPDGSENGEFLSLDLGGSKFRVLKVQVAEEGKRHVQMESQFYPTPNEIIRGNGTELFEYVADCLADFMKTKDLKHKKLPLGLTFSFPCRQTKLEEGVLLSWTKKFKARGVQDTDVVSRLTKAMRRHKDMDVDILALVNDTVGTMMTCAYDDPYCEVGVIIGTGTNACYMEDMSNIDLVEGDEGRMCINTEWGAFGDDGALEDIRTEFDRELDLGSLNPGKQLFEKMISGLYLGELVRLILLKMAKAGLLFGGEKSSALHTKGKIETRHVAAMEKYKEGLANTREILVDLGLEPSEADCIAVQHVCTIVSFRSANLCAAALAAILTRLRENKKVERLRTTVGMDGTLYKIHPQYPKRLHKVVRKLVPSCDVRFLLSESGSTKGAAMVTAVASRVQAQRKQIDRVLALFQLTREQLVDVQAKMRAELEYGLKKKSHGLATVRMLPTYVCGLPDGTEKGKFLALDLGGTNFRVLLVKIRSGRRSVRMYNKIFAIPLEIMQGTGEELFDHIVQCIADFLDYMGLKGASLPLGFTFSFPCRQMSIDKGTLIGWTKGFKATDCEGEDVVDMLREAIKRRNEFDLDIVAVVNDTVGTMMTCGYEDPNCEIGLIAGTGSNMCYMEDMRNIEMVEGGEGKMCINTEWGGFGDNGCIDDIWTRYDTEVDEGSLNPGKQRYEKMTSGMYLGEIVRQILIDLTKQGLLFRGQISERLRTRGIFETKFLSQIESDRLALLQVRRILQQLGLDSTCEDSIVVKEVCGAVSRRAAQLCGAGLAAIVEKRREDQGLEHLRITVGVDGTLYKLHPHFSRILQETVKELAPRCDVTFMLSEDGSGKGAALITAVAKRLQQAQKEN
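Material – in-house recombinant HK5 (HKDC1) enzyme · Quantity – HKDC1 at 5 µg/mL · Buffer or medium – pH 8.0 Tris buffer with 10 mM MgCl2 · Reagent – glucose with 1 mM ATP · Dosing – single 20 µM dose · Times – reaction time 90 min, room temperature, protected from light · Technique – resorufin fluorescence at 613 nm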
SENP6 block: blocks the human protease SENP6 | AID 2599 | 1.8% of 330,000 active | inhibition, % at 10 µM | Recombinant SENP6 catalytic domain, aminoluciferin luminescence;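 active = inhibition above about 50% at the single tested dose, limit read from the data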;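 note: plate controls were DMSO wells with enzyme for no effect and DMSO wells lacking enzyme for full effect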
MPTP block: inhibitors of mitochondrial permeability transition pore. isolated mouse mitochondria, Ca2+ swelling absorbance, 30 min. 1.4% of 360,000 active. inhibition, % at 10 µM;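 active = inhibition of 50% or more, scaled per plate between neutral and stimulator controls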;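 note: 0% = DMSO wells given calcium and 100% = 1 mM EGTA wells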
ATG4B inh: ATG4B (human) cysteine protease inhibition; Q9Y4P1; ATG4B cleavage of LC3-PLA2, NBD-HPC fluorescence, 1 h; inhibition, % at 8.33 µM; 0.51% of 340,000 active; AID 504462; in the data active = inhibition above about 40%
Active calls of the source: *; nt = not tested or not shown. No enrichment for hits; 6.9% or so of the library scored in one or more.

entry | Structure | SENP8 inh | PfGluPho inh | NR3A LBD binder | SENP7 block | HKDC1 inh | SENP6 block | MPTP block | ATG4B inh
1 | CC1Cc2ccccc2N1C(=O)c1ccc2snnc2c1 (stereo unspecified) | 8 | 2 | -4 | 5 | 0 | -20 | 0.1 | 11
2 | COCCNS(=O)(=O)c1ccc(SC)cc1 | 9 | 2 | -1 | -37 | 4 | -7 | -0.1 | -15
3 | COc1cccc(CC(=O)Nn2c(C)nc3ccccc3c2=O)c1 | 16 | -4 | 2 | 3 | -5 | -2 | 0.3 | 4
4 | O=C(CN1CCCCC1)Nc1ccccc1C(=O)NC1CC1 | -4 | -10 | 0 | 11 | 1 | -14 | -0.1 | 12
5 | Cc1cc2nccc(-c3cccnc3)n2n1 | 5 | -8 | 1 | -5 | -4 | 2 | -0.1 | -7
6 | O=C(O)C1CC=CCC1C(=O)NCCc1ccccc1 (stereo unspecified) | 18 | -1 | 3 | -6 | 0 | 2 | 0.4 | -11
7 | COc1ccc(NC2CCCN(C(=O)CCC3=NNC(=O)CC3)C2)cc1 (stereo unspecified) | 15 | -5 | -1 | -1 | 2 | 10 | -1.7 | 20
8 | Cc1cccc[n+]1C1C(c2ccc([N+](=O)[O-])cc2)C(C#N)=C(C(=C=[N-])C#N)NC1(O)C1CC1 (stereo unspecified) | 8 | -18 | -1 | 7 | 6 | 5 | -1.4 | 5
9 | O=C(CCc1ccccc1)Nc1cc(NC(=O)CCc2ccccc2)cc(C(=O)O)c1 | 17 | -31 | 17* | 7 | -7 | 1 | -0.8 | 3
10 | CCCCN1C(=O)CCC(C(=O)O)C1c1ccc([N+](=O)[O-])cc1 (stereo unspecified) | 10 | -12 | 0 | -1 | -2 | 0 | 0.0 | 1
11 | COc1cc2[nH]c(=O)n(CCCCCC(=O)NCCCN3CCC(C)CC3)c(=O)c2cc1OC | -75 | 14 | 7 | -8 | -8 | -13 | 0.1 | -7
12 | CCOC(=O)CCCNC(=O)COC(=O)c1cc(C)cc(C)c1 | 26 | 3 | -1 | -3 | -4 | -29 | 3.7 | -9
13 | O=C(CSc1nc(O)cc(=O)[nH]1)Nc1ccc2c(c1)CCC2 | 6 | -13 | 2 | 0 | -13 | 3 | 8.1 | -2
14 | Cc1nnc(NC(=O)c2ccc3ccccc3c2)o1 | -7 | -14 | -3 | -4 | 6 | -6 | -0.7 | 1
15 | COCC(=O)N(c1ccccc1)C(C)C(=O)OC (stereo unspecified) | -8 | 0 | -1 | 19 | -13 | -8 | -0.6 | -1
16 | CC(=O)NCCNC(=O)c1cccc(NS(=O)(=O)c2ccc3c(c2)OCCO3)c1 | 3 | -5 | 1 | 6 | -2 | -11 | -1.1 | -3
17 | CN1C(=O)C(O)(CC(=O)/C=C\c2ccc3c(c2)OCO3)c2ccccc21 (stereo unspecified) | -66 | -14 | -3 | -8 | -5 | 9 | -1.7 | -5
18 | O=C1C=CC(=O)N1CCNc1ncc(C(F)(F)F)cc1Cl | 18 | 79* | 0 | -3 | -7 | -15 | 8.9 | 0
19 | CC(NC(=O)c1cccc(N2CCCC2=O)c1)c1ccc2c(c1)OCCO2 (stereo unspecified) | 14 | 2 | -1 | 3 | -1 | 2 | -8.9 | -3
20 | Cc1cc(/C=C(\C#N)C(=O)O)c(C)n1CCC(C)C | -119 | -16 | 1 | -7 | 2 | 4 | 0.2 | -1

Quoted at random: 2 entries already listed, in no set order.
entry | Structure | SENP8 inh | PfGluPho inh | NR3A LBD binder | SENP7 block | HKDC1 inh | SENP6 block | MPTP block | ATG4B inh
14 | Cc1nnc(NC(=O)c2ccc3ccccc3c2)o1 | -7 | -14 | -3 | -4 | 6 | -6 | -0.7 | 1
16 | CC(=O)NCCNC(=O)c1cccc(NS(=O)(=O)c2ccc3c(c2)OCCO3)c1 | 3 | -5 | 1 | 6 | -2 | -11 | -1.1 | -3

Individual results from above.
entry 16 in SENP8 inh is entered as 3
entry 7 in MPTP block is entered as -1.7
entry 8 in MPTP block is entered as -1.4

(more compounds)
entry | Structure | SENP8 inh | PfGluPho inh | NR3A LBD binder | SENP7 block | HKDC1 inh | SENP6 block | MPTP block | ATG4B inh
21 | CCC(=O)Nc1ccc(/C=C(\C(C)=O)C(=O)c2ccccc2)cc1 | 4 | -14 | 5 | -8 | 14 | -7 | 1.2 | 4
22 | CCC(=O)O[C@]1(C(=O)CCl)[C@@H](C)C[C@H]2[C@@H]3CCC4=CC(=O)C=C[C@]4(C)[C@@]3(F)[C@@H](O)C[C@@]21C | 24 | 17 | 1 | 1 | -2 | 0 | 0.0 | -12
23 | CCCCc1nc2cc(C(=O)NCCc3c(C)n[nH]c3C)ccc2o1 | 4 | 3 | 2 | 3 | 2 | -3 | 0.9 | -1
24 | CCC(C)[C@H](NC(=O)NC1CCCc2ccccc21)C(=O)O (stereo partly specified) | 15 | -6 | 2 | -11 | -7 | -19 | 0.6 | 1
25 | O=C(NCc1ccco1)C(c1ccccc1)N(CC1CCCO1)C(=O)Cn1nnc2ccccc21 (stereo unspecified) | 27 | 8 | 0 | -9 | 0 | 1 | 0.7 | -2
26 | Cc1ccc(OCC(=O)O/N=C(\N)c2ccncc2)c(C)c1 | 2 | 5 | -1 | 1 | -3 | -4 | 0.3 | 1
27 | Cc1cccc(NC(=O)CSCC(=O)Nc2ccc(S(=O)(=O)N3CCCCC3)cc2)c1 | 10 | 10 | -7 | 6 | 1 | -11 | 0.9 | -7
28 | OCC1CCCN(c2nc(CN3CCCCC3)nc3scc(-c4ccccc4)c23)C1 (stereo unspecified) | 3 | 11 | -3 | -3 | -5 | -15 | 0.1 | -13
29 | Cc1ccc(OCC(=O)NCCNC(=O)c2cnccn2)cc1 | 10 | 3 | 3 | 13 | -13 | -13 | -1.3 | 3
30 | O=C(c1ccccc1NS(=O)(=O)c1ccc(Br)s1)N1CCOCC1 | 12 | -18 | 1 | 2 | 1 | -9 | 2.2 | 9
31 | COc1cccc(NC(=O)Nc2ccc(C(C)(C)C)cc2)c1 | 9 | 48 | 18* | -9 | -3 | 11 | 79* | 0
32 | CCOC(=O)Nc1ccccc1N1C(=O)c2ccccc2C1=O | 7 | -16 | -2 | 0 | 1 | -35 | 0.4 | 3
33 | CC(NC(=O)COC(=O)CN1C(=O)NC2(CCCC2)C1=O)c1ccc(F)cc1 (stereo unspecified) | -7 | -9 | -1 | nt | 3 | nt | -1.5 | -7
34 | O=C(CCC(=O)N(c1ccccc1)C(C(=O)NC1CCCC1)c1ccncc1)Nc1cccnc1 (stereo unspecified) | 13 | -10 | 1 | -5 | 3 | -4 | 1.3 | -14
35 | O=C(Nc1nc2ccsc2c(=O)s1)c1ccco1 | -86 | -1 | -4 | 77* | -1 | 72* | 1.5 | 4
36 | CCCN1C2CCCC1CC(NC(=O)c1ccc(C(C)(C)C)cc1)C2 (stereo unspecified) | 17 | 2 | -1 | -13 | -8 | -10 | 0.7 | 6
37 | CCOc1ccccc1NC(=O)c1ccccc1NC(=O)c1ccco1 | 4 | 12 | 1 | -10 | -2 | -1 | 2.5 | -11
38 | Cc1c(C(=O)Nc2ccncc2)oc2c1C(=O)CC(C)(C)C2 | 15 | -21 | 1 | 4 | -7 | -1 | 0.7 | 4
39 | CCc1ccccc1OCC(=O)Nc1ccc2c(c1)OCCO2 | 8 | 28 | 1 | -5 | -2 | -13 | 0.3 | -5
40 | COc1cccc(C2=NN(C(=O)CCCC(=O)O)C(c3cccs3)C2)c1 (stereo unspecified) | -4 | -26 | 1 | -3 | -1 | -4 | 0.9 | 1
41 | CC1=C(C(N)=O)C(c2ccccc2)n2nc(-c3cccs3)nc2N1 (stereo unspecified) | -108 | 10 | -2 | -3 | -8 | 3 | -1.2 | 0
42 | Cc1cc(C(=O)N2CCN(Cc3ccccc3)CC2)ccc1[N+](=O)[O-] | 11 | -17 | 4 | -12 | 4 | -12 | -0.1 | 1
43 | CC1=C(c2ccccc2)SC2=NCCN21 | 12 | 3 | 1 | -5 | 8 | -10 | -0.3 | 0
44 | c1cnn(-c2cc(N3CCOCC3)ncn2)c1 | 11 | -14 | -1 | -3 | -5 | -8 | 0.6 | 0
45 | CC(=O)Nc1cccc(-c2nnc(SCc3ccccc3C#N)n2C)c1 | 8 | 24 | -1 | 2 | -7 | 2 | 1.4 | -7
46 | COc1cccc2c(=O)c3c(cnn3C)n(C)c12 | -473 | 13 | -2 | 10 | -4 | -7 | -1.5 | -7
47 | CCNC(=S)Nc1cc(C)ccn1 | 5 | -2 | -10 | -6 | -6 | -5 | -3.9 | -3
48 | CN1C(=O)NC(NC(=O)c2cccs2)(C(F)(F)F)C1=O (stereo unspecified) | 10 | -5 | 2 | 10 | -3 | -10 | 1.0 | -8
49 | Cc1onc(-c2c(F)cccc2Cl)c1C(=O)N=C(N)N1CCCC1 | 9 | -5 | -1 | -2 | -4 | -6 | -0.2 | -1
50 | Cc1cccc(N2CCc3c2nc2ccc(Br)cc2c3N)c1 | -124 | 37 | 37* | -2 | 8 | -3 | 12 | 0
51 | Cc1cccc(NC(=O)CN(C)C(=O)c2ccc(N3CCCCCC3)c([N+](=O)[O-])c2)c1C | 25 | 4 | -6 | -4 | 5 | 4 | -1.6 | 5
52 | O=C(c1cc2c(F)cccc2s1)N1CCCC1 | 5 | -15 | -2 | -2 | -12 | -14 | 0.7 | 5
53 | O=C(NCC(=O)N1CCN(c2ncccn2)CC1)c1ccccc1OC(F)F | -32 | -6 | 0 | 5 | -3 | -9 | -0.4 | 8
54 | Cc1nn(C)c(C)c1/C=C(\C#N)C(N)=O | 16 | 0 | 0 | 5 | -9 | -8 | -0.8 | -12
55 | CN(CC(=O)N1CCCCCC1)S(=O)(=O)c1cccc2cccnc12 | 3 | -17 | -1 | 2 | 0 | 1 | -1.1 | -1
56 | Cc1cccc(CC2SC(N3CCN(c4ccccc4)CC3)=NC2=O)c1 (stereo unspecified) | 24 | 5 | 2 | -9 | -7 | -7 | 1.1 | -6
57 | CN(CC(=O)NCCCN1CCOCC1)S(=O)(=O)c1ccc(F)cc1 | 5 | 2 | 0 | 3 | 4 | -12 | -0.8 | -7
58 | O=C(NC1CCCCC1)C(c1cccs1)N(C(=O)C(F)(F)F)c1ccccc1 (stereo unspecified) | 28 | -6 | -3 | 4 | -7 | 10 | 0.8 | -4
59 | CC(CN1CCOCC1)C(=O)c1ccccc1 (stereo unspecified) | -7 | -5 | 0 | -14 | -11 | -15 | -0.3 | 1
60 | COc1cc(S(=O)(=O)NCC2OCCc3ccccc32)ccc1-n1cnnn1 (stereo unspecified) | 10 | 5 | 0 | -9 | -4 | -19 | 0.8 | -3
61 | CC(=O)c1nn(-c2ccc(C(F)(F)F)cc2)c(=O)[nH]c1=O | 8 | -5 | 3 | 1 | -4 | 2 | -0.4 | -3
62 | Cc1sc2ncn(CC(=O)NCCCC(=O)N3CCC(C)CC3)c(=O)c2c1C | 10 | 9 | 1 | 9 | -8 | -8 | -2.2 | -5
63 | COC(=O)c1cc(NC(=O)CN2C(=O)CSC2=O)ccc1Cl | -7 | 7 | 0 | -1 | -3 | -4 | 1.0 | -14
64 | OC(COCCOc1ccc(Br)cc1)CN1CCN(Cc2ccccc2)CC1 (stereo unspecified) | 11 | 12 | -4 | 3 | -11 | 1 | 3.1 | 7
65 | CCOc1ccc(-c2nc(N)ncc2Oc2cccc(OC)c2)c(O)c1 | 10 | 18 | -18 | -7 | 0 | -16 | 1.9 | -4
66 | Cc1cc(C)n2nc(SCC(=O)NC3CCCC(C)C3C)nc2n1 (stereo unspecified) | 10 | -13 | 0 | -12 | -2 | 1 | -0.4 | -1

Another view of part of the listing above:
29: Cc1ccc(OCC(=O)NCCNC(=O)c2cnccn2)cc1
  SENP8 inh: 10; PfGluPho inh: 3; NR3A LBD binder: 3; SENP7 block: 13; HKDC1 inh: -13; SENP6 block: -13; MPTP block: -1.3; ATG4B inh: 3

30: O=C(c1ccccc1NS(=O)(=O)c1ccc(Br)s1)N1CCOCC1
  SENP8 inh: 12; PfGluPho inh: -18; NR3A LBD binder: 1; SENP7 block: 2; HKDC1 inh: 1; SENP6 block: -9; MPTP block: 2.2; ATG4B inh: 9

31: COc1cccc(NC(=O)Nc2ccc(C(C)(C)C)cc2)c1
  SENP8 inh: 9; PfGluPho inh: 48; NR3A LBD binder: 18*; SENP7 block: -9; HKDC1 inh: -3; SENP6 block: 11; MPTP block: 79*; ATG4B inh: 0
